From PubChem BioAssay
HepG2 tox: kills HepG2 cells in TGF-b inhibitor counter-screen | HepG2 CAGA-GFP viability, ATP luminescence, 18 h | Potency, µM (series often up to 46.1 µM), for the others: top-dose activity change, negative = cytotoxicity, most hits filed as cytotoxic | hit rate 0.76% among 410,000; also: some results filed as inactive show a strong effect at the top dose
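HepG2 CAGA-GFP cells (1000/well, DMEM with 1% FBS) received compound, then TGF-beta at 500 pg/mL final, and were incubated 18 hours at 37 degrees C. Viability was read by CellTiter-Glo luminescence. Media-only wells were set as complete cell-killing and DMSO as no toxicity.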
TGFb inhibitor: inhibitors of TGF-b signaling. HepG2 CAGA-GFP TGF-b/SMAD3 reporter, GFP fluorescence, 18 h; TGF-beta stimulated, 500 pg/mL final. Potency, µM (highest dose often 46.1 µM), without a hit: top-dose activity, negative = inhibition, most hits filed as inhibitors. hit rate 1.2% among 410,000. AID 588855; also: % is scaled to controls: 0 for no effect and ±100 for the full control effect; nearly all actives have a fitted effect of over 65% in size
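Cell-based qHTS in HEPG2 carrying a CAGA-GFP Smad reporter; compounds added before 500 pg/mL final TGF-beta, 18 h incubation at 37 degrees C, GFP fluorescence quantified per cell by imaging cytometry.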
An asterisk follows results filed as active; ? = inconclusive; [ ] = remark or other dose. Calls follow the shape of the dose curve; as a rule, active = well fitted curve in the direction sought with a large enough effect; inconclusive = small, poorly fitted or top-dose-only effect, or another doubt; inactive = no such curve, though single readings can be large; an effect the other way counts as inactive or inconclusive. Potency is read from the fitted curve at half-maximal effect. Only part of the results is shown (hit frequency here may not be typical).

Preview (6 entries):
SMILES | HepG2 tox | TGFb inhibitor
CC(C)(C)n1ncc2c(=O)n(Cc3ccccc3SC(F)(F)F)cnc21 | -21.3% | ?
CCCCCCCCCC[n+]1ccc(/C=C/c2ccc(N(C)C)cc2)c2ccccc21 | -93.7% | ?
COc1cccc2c1C(=O)/C(=C/c1ccc(N(C)C)cc1)C2 | -35.4% | -2.8%
O=C(NC1CCCCC1)c1cnn2c1NC(=C1CC1)C=C2C(F)F | -5.2% | -10.7%
COc1cc(C)c(NC(C)C(=O)c2c(C)[nH]c3ccccc23)cc1OC (stereo not drawn) | 4.9% | 25.9%
CCCCc1ccc(CC(=O)NO)cc1 | -1.4% | 23.2%

The listing, repeating the preview:
SMILES | HepG2 tox | TGFb inhibitor
CC(C)(C)n1ncc2c(=O)n(Cc3ccccc3SC(F)(F)F)cnc21 | -21.3% | ?
CCCCCCCCCC[n+]1ccc(/C=C/c2ccc(N(C)C)cc2)c2ccccc21 | -93.7% | ?
COc1cccc2c1C(=O)/C(=C/c1ccc(N(C)C)cc1)C2 | -35.4% | -2.8%
O=C(NC1CCCCC1)c1cnn2c1NC(=C1CC1)C=C2C(F)F | -5.2% | -10.7%
COc1cc(C)c(NC(C)C(=O)c2c(C)[nH]c3ccccc23)cc1OC (stereo not drawn) | 4.9% | 25.9%
CCCCc1ccc(CC(=O)NO)cc1 | -1.4% | 23.2%
CN(N=O)c1ccc(/C=C/c2ccnc3ccccc23)cc1 | -29.1% | -4.5%
O=C(c1cnn2c1NC(=C1CC1)C=C2C(F)F)N1CCc2ccccc2C1 | -9.8% | -8.0%
COc1cc2c(NC3CCN(C)CC3)nc(N3CCCN(C)CC3)nc2cc1OCCCC(C)C | 3.55µM* | 2.82µM*
COC(=O)c1ccc(NC(=O)c2nc(S(=O)(=O)Cc3ccccc3F)ncc2Cl)cc1 | 12.6µM* | 6.31µM*
O=[N+]([O-])c1ccc(/C=C2\C=C(C(O)c3ccc([N+](=O)[O-])cc3)c3ccccc32)cc1 (stereo not drawn) | -20.5% | 7.08µM*
CCn1c(SCC(=O)NCc2ccco2)nnc1-c1cccc(N(C)C)c1 | 11.2% | 2.6%
CC(=O)ON(C(C)=O)c1ccc(/C=C2/C=Cc3ccccc32)cc1 | -57.7% | -21.0%
Cc1cc(Cn2cnc3c(cnn3C(C)(C)C)c2=O)ccc1F | -6.1% | -15.2%
Cc1ccc2nc(-c3ccc(C)c(NC(=O)COc4ccccc4Cl)c3)oc2c1 | -21.9% | 1.7%
CN(C)c1ccc(/C=C/c2c[n+](C)cc3ccccc23)cc1 | -25.1% | 12.6µM*
CNc1c(Br)cc(/C=C2\C=Cc3ccccc32)cc1Br | -57.3% | ?
Cc1ccc(-c2nnc(SCCC(=O)Nc3ccccc3)n2C)cc1 | -5.8% | -16.4%
CN(CCC#N)c1ccc(/C=C/c2ccnc3ccccc23)cc1 | -37.5% | ?
Cc1nc([N+](=O)[O-])cn1CC(O)c1ccc2c(c1)OCO2 (stereo not drawn) | -15.2% | -9.8%
CCCSc1ncc(Cl)c(C(=O)Nc2sc3c(c2C(=O)NCCCOC)CCCC3)n1 | -17.0% | -11.0%
CC(O)COCC1OC2OC3C(COCC(C)O)OC(OC4C(COCC(C)O)OC(OC5C(COCC(C)O)OC(OC6C(COCC(C)O)OC(OC7C(COCC(C)O)OC(OC8C(COCC(C)O)OC(OC1C(OCC(C)O)C2OCC(C)O)C(OCC(C)O)C8OCC(C)O)C(OCC(C)O)C7OCC(C)O)C(OCC(C)O)C6OCC(C)O)C(OCC(C)O)C5OCC(C)O)C(OCC(C)O)C4OCC(C)O)C(OCC(C)O)C3OCC(C)O (stereo not drawn) | -7.4% | -10.8%
CCCCN(CCCC)c1ccc(/C=C/c2ccnc3ccccc23)cc1 | -39.7% | 42.5%[activator]
Cc1cnc(/C=C/c2ccc(N(C)C)cc2)cn1 | -28.3% | -27.2%
O=C(Nc1ccccc1C(F)(F)F)c1nc(S(=O)(=O)Cc2ccccc2F)ncc1Cl | -106.5% | 3.16µM*
Cc1nc2ccccc2nc1/C=C/c1ccc(N(C)C)cc1 | -84.6% | -13.5%
CCCCCCCCCCCC[n+]1ccc(C)c2ccccc21 | -30.2% | ?
COc1cccc(NCc2nnc(SC(C(=O)N(C)C)c3ccccc3)n2C2CCCCC2)c1 (stereo not drawn) | 1.9% | 0.0%
O/N=C(/CBr)c1ccc2ccccc2c1 | 0.3% | 11.8%
O=C(COc1ccc2ccccc2c1)Nc1ccc(O)c(-c2nc3ccccc3o2)c1 | -9.8% | 4.3%
CCn1nnnc1Sc1nc(C)nc2scc(-c3ccccc3)c12 | 14.6% | 14.4%
C(=Nc1cnc2ccccc2c1)c1cccnc1 | 9.2% | -8.2%
Cc1cc(Cl)ccc1OCC(=O)Nc1cccc(-c2nc3ccccc3o2)c1 | 2.6% | -2.5%
Nc1nc[nH]c(=O)c1N | 5.7% | 18.4%
O=C(COc1ccccc1C(=O)Nc1ccccc1)Nc1cccc(Br)c1 | -40.8% | -26.7%
COc1ccc2[nH]c(C)c(C(=O)CN(C)CC(OC)OC)c2c1 | -52.2% | ?
NC1CCc2ccccc21 (stereo not drawn) | -44.9% | -1.3%
CN(C)c1ccc(/C=C/c2ccnc3ccccc23)cc1[N+](=O)[O-] | -0.3% | 4.5%
Oc1c(C(Nc2ccccn2)c2ccccc2)ccc2cccnc12 (stereo not drawn) | -30.9% | -18.8%
CN(C)c1ccc(/C=C/c2c3ccccc3cc[n+]2[O-])cc1 | -8.5% | 2.9%
COc1cc(N(C)C)c(OC)cc1C=C1C=CC=C1 | -33.9% | ?
C(=Nc1cccnc1)c1ccc2ccccc2n1 | 0.1% | -14.5%
CC[N+](C)(C)c1ccc(/C=C/c2ccncc2)cc1 | -15.9% | 34.7%[activator]
Oc1cccc2ccc[n+](CC(O)CBr)c12 (stereo not drawn) | -6.3% | 2.1%
Cc1ccc(NC(=O)c2cnn3c2NC(=C2CC2)C=C3C(F)F)cc1 | 10.0% | 18.0%
O=C(O)c1cc2cccc([N+](=O)[O-])c2[nH]1 | -2.7% | -15.3%
Cc1ccc2ccccc2n1 | 1.0% | 3.9%
CN(C)/[N+]([O-])=N\Oc1cc(OC(=O)c2ccc(N)cc2)c([N+](=O)[O-])cc1[N+](=O)[O-] | 0.9% | -4.3%
Cc1nc(NCC(=O)c2c[nH]c3ccccc23)sc1C | -17.2% | ?
Cc1cnc2ccc3ccccc3c2c1C | -2.3% | -17.1%
COc1ccc(OC)c(/C=C/c2cc3ccccc3cn2)c1 | -21.5% | ?
C(=C1C=c2ccccc2=C1)c1ccc(N=Nc2ccc(C=C3C=c4ccccc4=C3)cc2)cc1 | -12.4% | -4.1%
CCC[C@H]1COCCS(=O)(=O)N1Cc1ccc(Br)cc1 | -39.8% | ?
Nc1c(N=Nc2ccc([N+](=O)[O-])cc2)c(S(=O)(=O)O)cc2cc(S(=O)(=O)O)c(/C=C/c3ccccc3)c(O)c12 | -19.5% | -2.8%
C=C1NN(Cc2ccccc2)C(=O)N1c1ccc(OC)cc1 | 5.9% | 19.9%
O=C(C[n+]1cccc2cccc(O)c21)c1ccc(Cl)cc1 | -9.1% | -27.7%
CN(C)c1ccc(/C=C/c2ccnc3ccccc23)cc1Br | -39.3% | ?
COc1cc(/C=C/c2cncc(/C=C/c3cc(OC)c(OC)c(OC)c3)c2)cc(OC)c1OC | 3.4% | 17.8%
Cc1cccc(CN2Cc3cccc4c3[C@H](C=CC4)CC2=O)c1 | 0.7% | -9.6%
CCCC[n+]1c(/C=C/c2c(OC)cc(OC)cc2OC)ccc2ccccc21 | -49.0% | 60.5%[activator]

Sorted by length of the SMILES (high to low): part of the list above
SMILES | HepG2 tox | TGFb inhibitor
COc1cc(/C=C/c2cncc(/C=C/c3cc(OC)c(OC)c(OC)c3)c2)cc(OC)c1OC | 3.4% | 17.8%
C=C1NN(Cc2ccccc2)C(=O)N1c1ccc(OC)cc1 | 5.9% | 19.9%
CC[N+](C)(C)c1ccc(/C=C/c2ccncc2)cc1 | -15.9% | 34.7%[activator]

Later entries
SMILES | HepG2 tox | TGFb inhibitor
O=C(C[n+]1cccc2cccc(O)c21)c1ccc2ccccc2c1 | -4.5% | 5.9%
O=C(c1ccccc1)C(I)(I)N1CCOCC1 | -6.1% | 11.0%
Cc1sc2ccccc2[n+]1CCCCI | -11.5% | 1.5%
COc1cc2c(NC3CCN(C)CC3)nc(N3CCCN(C)CC3)nc2cc1OCCCN1CCCC1 | -2.3% | -20.4%
Cc1ccc2c(/C=C/c3c[nH]c4ccccc34)ccnc2c1C | -47.0% | ?
Cc1nc(N=Nc2cc(S(=O)(=O)O)c3cc([N+](=O)[O-])cc(S(=O)(=O)O)c3c2)c(COP(=O)(O)O)c(C=O)c1O | 1.5% | ?
CC(=O)c1ccc([N+](C)(C)C)cc1 | 4.1% | 3.4%
CCCCCCCCCCCCCCCC[n+]1ccc(CC(O)c2c(C)[nH]c3ccccc23)c2ccccc21 (stereo not drawn) | 8.91µM* | ?
O=C(C[n+]1cccc(Br)c1)c1ccc2ccccc2c1 | -2.2% | -15.8%
COc1ccc(/C=C/c2ccnc3ccccc23)cc1 | -31.7% | ?
CCN(CCC(=O)O)c1ccc(/C=C/c2ccnc3ccccc23)cc1 | -30.9% | 98.9%[activator]
COc1ccc(C(=O)Nc2ncnc3nc[nH]c23)cc1 | 4.9% | -4.3%
CC(C)(C)n1ncc2c(=O)n(Cc3cc(F)c(F)cc3Cl)cnc21 | 6.1% | 9.1%
CC(=O)Nc1ccc(/C=C/c2ccccn2)cc1 | -10.5% | -25.8%
O=C(C[n+]1cccc2cc(Cl)ccc21)c1ccc(Br)cc1 | -53.0% | ?
Cc1cc(N(C)C)cc(C)c1/C=C/c1ccnc2ccccc12 | -33.8% | ?
CNc1nc(NCc2ccco2)c2ccccc2n1 | -38.8% | 2.82µM*
Fc1ccc(/C=C/c2nccc3ccccc23)cc1 | -22.6% | -9.0%
C(=C\c1cnc2ccccc2n1)/c1ccc2c(c1)OCO2 | -34.8% | 3.7%
CCN(CC)c1ccc(-c2nnc(SCC(=O)NCc3ccco3)n2CC)cc1 | -37.7% | -23.4%
CC(=O)Nc1ccc(/C=C/c2ccnc3ccccc23)cc1 | -24.5% | 18.5%
Nc1nc2c(nc(N3CCOCC3)n2COCCO)c(=O)[nH]1 | -5.5% | 7.9%
CC[N+](C)(C)c1ccc(/C=C/c2ccnc3ccccc23)cc1 | -74.5% | 11.2µM*
C(=C\c1ccnc2ccccc12)/c1ccnc2ccccc12 | -19.2% | -11.5%
COc1cccc(/C=C/c2nc3ccccc3nc2/C=C/c2cccc(OC)c2OC)c1OC | -18.5% | 25.0%
CCCN1CCC(=O)N(CCC#N)CC1 | 31.8% | 1.7%
C(=C\c1c[nH]c2ccccc12)/c1nccc2ccccc12 | 11.2µM* | ?
CN(C)c1ccc(/C=C/c2sc3ccccc3[n+]2C)cc1 | -41.5% | ?
C[n+]1ccc(/C=C/c2ccc3c(c2)OCO3)c2ccccc21 | -31.5% | -22.9%
CCCCCCCCCCCCCCCC(C)C1=NCCN1 (stereo not drawn) | -4.0% | -0.7%
Nc1ccc(/C=C/c2nccc3ccccc23)cc1 | -46.9% | -12.9%
C=C1NN(Cc2ccc(OC)cc2)C(=O)N1c1ccccc1 | -2.0% | -0.2%
CN(C)c1ccc(C=O)c(Cl)c1 | -0.7% | -24.6%
COc1ccc(/C=C/c2cnccn2)cc1OC | -17.9% | 19.4%
C(=C\c1c[nH]c2ccccc12)/c1ccc2ccccc2n1 | -45.4% | 11.7%
C=C1C=C(C)n2ncc(C(=O)Nc3cccc(C(=O)Nc4cccc(C(F)(F)F)c4)c3)c2N1 | 7.6% | 10.8%
COc1cc(C)c2ccccc2n1 | 12.0% | -2.6%
Cc1ccc2c(C(=O)CNc3nccs3)c(C)[nH]c2c1 | -22.2% | -5.5%
C=Nc1ccc(/C=C/c2ccnc3ccccc23)cc1 | -68.1% | -10.1%
CCCCCCCCCC[n+]1cccc(Br)c1 | -30.5% | ?
Cc1nc2ccc(C(=O)OC(C)C(=O)c3c(C)[nH]c4ccccc34)cc2nc1C (stereo not drawn) | -22.1% | 5.6%
CN(C)c1ccc(/C=C/c2ccnc3ccccc23)cc1C=O | -18.1% | ?
C(=C\c1cccs1)/c1ccccn1 | 31.8% | 7.4%
c1ccc2cnccc2c1 | 5.7% | -1.0%

Entries of single compounds from above:
C(=C\c1cccs1)/c1ccccn1 is listed as HepG2 tox: 31.8%; TGFb inhibitor: 7.4%
Cc1nc2ccc(C(=O)OC(C)C(=O)c3c(C)[nH]c4ccccc34)cc2nc1C (stereo not drawn) is listed as HepG2 tox: -22.1%; TGFb inhibitor: 5.6%
